# High-throughput results deposited in PubChem by several laboratories.
# hcDAF12 agonist – activators of H. contortus DAF-12 nuclear receptor | AID 652067 | activation, % at 6.8 µM | HEK293 hcDAF-12 lit1-tk-luc reporter, luminescence; 0% DMSO, 100% Δ7-dafachronic acid | 370,000 compounds, 1.4% hits;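 active = activation above the mean of all tested compounds plus 3 SD, cut at about 5.5% in these data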;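 note: 100% = response to 3 µM Δ7-dafachronic acid high control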
# PLCg1 inh – blocks human PLC-gamma1 enzyme activity; purified PLC-gamma1, fluorogenic substrate, fluorescence; inhibition, % at 12.2 µM; 370,000 compounds, 0.84% hits; in the data active = inhibition above about 9.5%
# Target sequence (P19174 whole entry, looked up): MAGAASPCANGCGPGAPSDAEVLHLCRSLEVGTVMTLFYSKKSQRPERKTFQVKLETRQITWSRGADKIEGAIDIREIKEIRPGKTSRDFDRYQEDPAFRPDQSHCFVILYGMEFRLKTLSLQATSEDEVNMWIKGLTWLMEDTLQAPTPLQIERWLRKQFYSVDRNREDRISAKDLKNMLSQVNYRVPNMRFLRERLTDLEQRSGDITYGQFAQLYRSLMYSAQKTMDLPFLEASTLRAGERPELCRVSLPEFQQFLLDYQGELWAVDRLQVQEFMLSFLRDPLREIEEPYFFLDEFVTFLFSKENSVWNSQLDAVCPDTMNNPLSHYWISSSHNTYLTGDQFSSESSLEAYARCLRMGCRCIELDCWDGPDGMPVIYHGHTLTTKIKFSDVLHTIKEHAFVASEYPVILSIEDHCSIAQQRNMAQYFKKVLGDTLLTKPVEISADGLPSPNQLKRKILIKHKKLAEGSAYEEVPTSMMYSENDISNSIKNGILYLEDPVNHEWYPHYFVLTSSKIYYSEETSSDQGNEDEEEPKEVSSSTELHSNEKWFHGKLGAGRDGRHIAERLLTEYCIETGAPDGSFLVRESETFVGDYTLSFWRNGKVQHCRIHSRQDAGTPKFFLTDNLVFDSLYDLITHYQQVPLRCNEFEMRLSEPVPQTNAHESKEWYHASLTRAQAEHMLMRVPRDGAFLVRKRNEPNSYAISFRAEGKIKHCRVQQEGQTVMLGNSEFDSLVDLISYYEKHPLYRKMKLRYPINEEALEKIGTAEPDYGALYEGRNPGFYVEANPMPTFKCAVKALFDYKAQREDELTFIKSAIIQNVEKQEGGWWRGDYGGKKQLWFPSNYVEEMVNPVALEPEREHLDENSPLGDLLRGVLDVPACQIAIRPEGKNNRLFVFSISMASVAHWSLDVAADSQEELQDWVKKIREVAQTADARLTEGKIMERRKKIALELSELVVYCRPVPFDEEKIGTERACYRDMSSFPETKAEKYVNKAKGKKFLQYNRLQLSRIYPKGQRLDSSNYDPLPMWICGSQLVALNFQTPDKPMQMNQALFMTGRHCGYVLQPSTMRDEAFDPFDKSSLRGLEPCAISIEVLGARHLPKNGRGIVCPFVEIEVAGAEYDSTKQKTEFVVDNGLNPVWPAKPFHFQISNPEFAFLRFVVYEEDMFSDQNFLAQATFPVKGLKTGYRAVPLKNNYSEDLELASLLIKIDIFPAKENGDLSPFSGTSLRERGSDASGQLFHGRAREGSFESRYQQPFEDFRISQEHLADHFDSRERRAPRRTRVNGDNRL
# SMARCA2 activ – increases SMARCA2 function in MMTV reporter cells; MG213 cells, MMTV-luciferase reporter, dexamethasone, overnight; activation, % at 9.1 µM; 370,000 compounds, 1% hits; AID 652017; in the data active = activation above about 7.8%;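 note: 0% = vehicle wells and 100% = reference activator wells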
# DAX1 inh-1 – inhibitors of DAX1 repression of SF-1 activated StAR promoter | 370,000 compounds, 1.1% hits | AID 652010 | HEK293T StAR-luciferase reporter, SF-1/DAX-1 repression relief | inhibition, % at 6.8 µM;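 active = inhibition above the mean over all tested compounds plus 3 SD, cut at about 3.6% in these data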;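 note: 0% = DAX-1 cells with DMSO and 100% = cells lacking DAX-1 with DMSO; higher inhibition means more luminescence from relief of DAX-1 repression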
# MBD2 DNA inh – MBD2-methylated oligo binding inhibition. TR-FRET, MBD2 binding to methylated oligonucleotide. inhibition, % at 4.4 µM. 370,000 compounds, 0.31% hits; in the data active = inhibition above about 13%
# PLCb3 inh – PLC-beta3 (human) inhibition, primary screen; 370,000 compounds, 0.18% hits; inhibition, % at 12.2 µM; Purified PLC-beta3, fluorogenic substrate, fluorescence; Q01970; in the data active = inhibition above about 11%;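 note: 0% = median of compound wells on plate and 100% = full blocker control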
# ssDAF-12 act – activators of S. stercoralis DAF-12 nuclear receptor; HEK293 ssDAF-12/GRIP1 lit1-tk-luc reporter, luminescence; % of 3 µM dafachronic acid response; activation, % at 6.8 µM; 370,000 compounds, 1% hits;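 active = activation above the mean over all tested compounds plus 3 SD, cut at about 0.9% in these data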;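 note: 0% = DMSO-only wells and 100% = 3 µM delta7-dafachronic acid wells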
# ADAM17 inh – inhibits human ADAM17; recombinant ADAM17, EDANS/DABCYL FRET peptide cleavage; 370,000 compounds, 0.83% hits; AID 720648; inhibition, % at 6.95 µM; P78536;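 active = inhibition above the mean of compounds lying between control limits plus 3 SD, set per campaign, cut at about 8.5% in these data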;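 note: 0% = DMSO-only wells as the low control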
# Rev-erbA mod – modulates human Rev-erb alpha binding to DNA | P20393 | Rev-erbα–FITC-DNA binding, fluorescence polarization, 90 min | activity, % at 10 µM | 370,000 compounds, 0.79% hits | AID 1259318;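 active = activity above about 14%, limit read from the data; passing the limit was not always enough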;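 note: 0% = DMSO wells with 35 nM protein and 100% = DMSO wells with 750 nM protein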
# DAX1 inh-2 – NR0B1 (DAX1) inhibition. inhibition, % at 6.75 µM. 340,000 compounds, 0.99% hits. AID 504766. HEK293 Gal4-DAX1 luciferase reporter, luminescence. P51843;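 active = inhibition above the mean over all tested compounds plus 3 SD, cut at about 4.2% in these data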;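 note: 0% = DAX1-transfected cells with DMSO and 100% = empty-vector control cells with DMSO; inhibition shows as a rise in luminescence from relieved DAX1 repression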
# hgDAF12 agonist – activates the H. glycines DAF-12 receptor ligand-binding domain; HEK293 GAL4-hgDAF12 UAS-luciferase reporter, agonist luminescence; normalized to butyrate control; 370,000 compounds, 1.8% hits; activation, % at 6.8 µM;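 active = activation above a cutoff set at the mean of all screened compounds plus 3 SD, cut at about 10% in these data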;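 note: 0% = DMSO wells and 100% = sodium butyrate wells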
# * marks the source's active call; other numbers are inactive results; i = inactive; · = no result given; & = joins results of further samples. Outcome played no part in choosing rows. Share with any hit: about 7.4%.
# Start of the listing, in advance (4 entries):
SMILES,hcDAF12 agonist,PLCg1 inh,SMARCA2 activ,DAX1 inh-1,MBD2 DNA inh,PLCb3 inh,ssDAF-12 act,ADAM17 inh,Rev-erbA mod,DAX1 inh-2,hgDAF12 agonist
O=C(CCC(=O)c1cccs1)NCc1ccncc1,2.0,2,2,0.1,0,-5,-1.9,2,0,0.5,-1.3
O=C(COC(=O)/C=C/c1cc(Br)ccc1F)Nc1ccc2[nH]c(=O)[nH]c2c1,-0.2,-11,1,1.5,-1,-11,-0.7,-3,-6,1.7,0.4
CCOC(=O)c1cn(Cc2c(C)c(C)c(C)c(C)c2C)nn1,0.7,0,-1,0.7,-3,2,-1.0,1,-2,-0.7,0.3
COc1cc([N+](=O)[O-])cc(/C=N/NC(=O)c2cncc(Br)c2)c1O,-1.2,2,-3,0.7,-2,-8,-1.9,-1,9,0.5,2.9

# Main list, previewed entries included:
SMILES,hcDAF12 agonist,PLCg1 inh,SMARCA2 activ,DAX1 inh-1,MBD2 DNA inh,PLCb3 inh,ssDAF-12 act,ADAM17 inh,Rev-erbA mod,DAX1 inh-2,hgDAF12 agonist
O=C(CCC(=O)c1cccs1)NCc1ccncc1,2.0,2,2,0.1,0,-5,-1.9,2,0,0.5,-1.3
O=C(COC(=O)/C=C/c1cc(Br)ccc1F)Nc1ccc2[nH]c(=O)[nH]c2c1,-0.2,-11,1,1.5,-1,-11,-0.7,-3,-6,1.7,0.4
CCOC(=O)c1cn(Cc2c(C)c(C)c(C)c(C)c2C)nn1,0.7,0,-1,0.7,-3,2,-1.0,1,-2,-0.7,0.3
COc1cc([N+](=O)[O-])cc(/C=N/NC(=O)c2cncc(Br)c2)c1O,-1.2,2,-3,0.7,-2,-8,-1.9,-1,9,0.5,2.9
CSCc1nc2scc(-c3ccccc3)c2c(=O)[nH]1,-0.7,-6,-2,0.0,5,-21,-1.2,-5,·,2.1,1.1
C[C@@H]1CCCCO[C@H](CN(C)C(=O)Nc2ccc(C(F)(F)F)cc2)[C@@H](C)CN([C@H](C)CO)C(=O)c2cc(NC(=O)Nc3ccc4c(c3)OCO4)ccc2O1,-1.7,3,4,1.0,-2,0,-1.0,3,0,·,1.5
NCCNC(=O)c1c(O)c2cccc3c2n(c1=O)CCC3,0.3,0,6,0.8,4,-9,-1.0,-2,-5,0.0,1.3
O=C(NCCC(=O)N1CCN(c2ccccc2O)CC1)c1ccc(Br)cc1,0.9,-8,2,-1.0,0,-1,-1.1,0,1,-2.0,-1.7
COc1ccc(NC(=S)N(Cc2cccnc2)Cc2ccco2)cc1,0.0,-2,-1,2.0,-4,-9,-2.0,-6,-5,-0.3,5.3
CCN1CCN(C(=O)c2cc3nc(-c4ccccc4)cc(C(F)(F)F)n3n2)CC1,-2.6,-139,-2,-0.2,0,-171,-1.5,-11,-4,0.2,2.5
O=C(N/N=C/c1ccc2c(c1)OCO2)c1cc(-c2ccccc2)nc2ccccc12,-0.8,-14,1,0.0,-2,-24,-1.5,4,3,-1.1,3.5
CN(CC(=O)Nc1ccc(Cl)cc1)C(=O)CCc1c[nH]c2ccccc12,1.3,0,-1,-0.4,-4,-7,-0.8,0,1,2.3,1.6
Cc1cccc(N2CCN(C(=O)Cc3c(C(=O)O)[nH]c4ccc(Cl)cc34)CC2)c1C,-0.1,-3,-1,1.0,-1,-6,-0.2,-2,1,0.7,-1.3
Clc1ccc(-c2csc3ncnc(N4CCc5ccccc5C4)c23)cc1,-0.4,0,-3,-0.1,0,0,0.7,5,3,1.6,-0.6
CC(C)n1nccc1N(Cc1ccc(Br)cc1)S(=O)(=O)c1ccccc1,-1.3,-3,1,-0.3,0,-11,-1.3,3,11,-0.4,-1.0
COc1cc(N=c2ssnc2Cl)c(OC)cc1Cl,2.1&1.1,4&3,-1&-2,0.0&-0.7,-6&-3,-1&1,0.0&0.0,2&0,1&4,0.4&-1.3,-0.7&1.1
O=c1[nH][nH]c2c1C(c1ccc(F)cc1)OC(CCc1ccccc1)C2 (stereo not drawn),-0.9,8,-5,1.1,-5,1,-1.1,7,4,·,-0.1
C[C@H]1C=C(C(=O)NCc2nc3ccccc3[nH]2)O[C@@H](OCCCCO)C1,0.6,-1,-1,-0.3,8,-11,-1.4,-6,-1,-0.5,-0.5
CCCc1c(-c2ccc(F)cc2F)ncn1Cc1cccc(-c2ccccc2)c1,-2.7,8,-13,-3.8,-2,8,-1.9,16*,4,·,-3.8
O=C(Cn1cc(C(F)(F)F)ccc1=O)N1CCc2ccccc2C1,-1.7,-1,8.0*,1.7,6,-10,1.0*,-7,-4,0.7,2.0
COc1ccc(S(=O)(=O)N2CCC(C(=O)N[C@H](C(=O)N3CCCC3)C(C)C)CC2)cc1,-3.4,4,1,-2.8,2,3,-1.5,-1,0,1.6,0.3
CCCCNc1nc(CC(C)=O)ns1,-1.3,-3,-2,-0.1,3,-2,-1.0,-6,-4,2.4,2.3
O=C(NCCO)c1ccc2nc(Cc3cccc(Cl)c3)oc2c1,-0.4,3,-1,0.2,-3,-5,-1.1,2,-4,0.5,-0.9
Cc1nc(CCNC(=O)COc2ccccc2)cs1,-0.8,5,0,0.6,-3,3,-1.1,2,-5,-0.5,1.9
CCOC(=O)c1sc2nc(C(C)C)c3c(c2c1N)CCC3,-2.9,-276,-1,-1.1,-6,-285,-1.3,-88,0,-1.0,-0.5
Cc1ccc(C)c(CN2CCC(CNC(=O)Nc3ccc(F)c(Cl)c3)CC2)c1,-1.4,6,-2,-0.1,-1,8,-0.8,2,0,-1.4,-2.5
COC(=O)c1c(C)c(C)nc(N)c1C#N,-0.2,i,2,0.5,-3,i,-0.9,-495,-1,-0.2,1.0
CC(=O)N(Cc1ccc(Cl)cc1)c1cnccn1,0.2,-7,6,-0.3,-6,-11,-1.1,-12,2,-0.5,0.5
CCCNC(=O)N1CCC(C(=O)c2ccc(F)cc2)CC1,-0.8,9,-2,-0.4,5,-2,-0.5,-5,2,1.3,0.8
O=C(CCCCC(=O)Nc1ccccc1)Nc1ccccc1,0.1,0,-1,0.3,3,-3,-1.2,-14,-7,1.0,2.2
CN(Cc1ccccc1)C(=O)COC(=O)c1cc(Cl)nc(Cl)c1,0.3,-4,1,-1.0,-2,-8,-1.4,-4,0,-1.0,1.1
Cc1cc(SCC(=O)Nc2ccccc2C)nc(C)n1,0.8,3,0,-0.8,-3,3,-0.4,-1,3,2.4,2.0
O=[N+]([O-])c1cccc(S(=O)(=O)NCCCN2CCOCC2)c1,-0.9,4,-3,0.3,-2,8,-1.3,5,-2,-0.7,1.9
O=C(NCCS(=O)(=O)N1CCc2ccccc2C1)c1ccccc1,0.3,1,-1,0.3,2,-10,-0.6,-3,0,-0.5,3.1
O=C(Nc1ccccn1)C1CCN(S(=O)(=O)c2ccc3c(c2)OCCO3)CC1,4.8,4,-2,1.1,5,-11,-0.8,2,-5,1.1,5.6
O=C(OCC(=O)N1CCN(C(=O)c2ccco2)CC1)c1cccc(F)c1,0.3,5,2,2.1,5,-1,-1.2,3,3,-0.2,1.6

# ssDAF-12 act, entries above that show a hit
SMILES	hcDAF12 agonist	PLCg1 inh	SMARCA2 activ	DAX1 inh-1	MBD2 DNA inh	PLCb3 inh	ssDAF-12 act	ADAM17 inh	Rev-erbA mod	DAX1 inh-2
O=C(Cn1cc(C(F)(F)F)ccc1=O)N1CCc2ccccc2C1	-1.7	-1	8.0*	1.7	6	-10	1.0*	-7	-4	0.7

# (cont.)
SMILES,hcDAF12 agonist,PLCg1 inh,SMARCA2 activ,DAX1 inh-1,MBD2 DNA inh,PLCb3 inh,ssDAF-12 act,ADAM17 inh,Rev-erbA mod,DAX1 inh-2,hgDAF12 agonist
CCCOc1ccc(OCCSc2ncccn2)cc1,6.8*,4,2,2.5,-3,-1,-0.1,2,-9,3.2,9.8
COC(=O)c1ccc([C@H]2CC(=O)O2)cc1,-1.6,0,0,-0.7,-5,-2,-1.4,-4,3,-1.5,-2.3
CC(NC(=O)c1ccco1)C(c1cccs1)N1CCOCC1 (stereo not drawn),1.6,1,-3,0.3,4,0,-1.2,0,-5,1.8,-0.5
Cc1nc2ccc([N+](=O)[O-])cc2c(=O)n1Cc1ccc(F)cc1,-1.3,0,-1,-0.6,-5,-4,-0.7,-4,-1,-1.5,-2.7
O=C(NCc1ccco1)C1CCN(S(=O)(=O)c2cccc([N+](=O)[O-])c2)CC1,2.7,0,-4,-0.3,1,-1,-0.4,-4,0,-0.3,0.3
COc1ccc2cc(Br)ccc2c1CC(=O)NCC1CCCO1 (stereo not drawn),-1.7,-1,-3,-1.6,-2,-1,-1.3,-4,-2,-0.5,-1.8
COc1ccc(/C=C/C(=O)N2CCN(S(=O)(=O)/C=C/c3ccccc3)CC2)cc1OC,-1.7,-6,-2,-0.3,2,-4,-2.0,-4,-10,-0.6,-0.5
CN1CCCCC(NC(=O)c2ccc(F)cc2)C1=O (stereo not drawn),-0.3,-1,1,-0.5,-6,4,-1.6,-2,2,·,-1.3
CCCOc1c(OC)cccc1C1CC(=O)Nc2cc3c(cc21)OCCO3 (stereo not drawn),-1.4,0,-3,-1.6,1,-5,-1.6,6,3,-0.3,-2.5
Cc1ccc(-n2nc3ccc(N)cc3n2)cc1Cl,6.2*,i,-3,2.1,-3,i,0.1,-71,-4,1.6,6.1
Cc1nnc(NC(=O)CSc2nc(C3CCCCC3)nc3ccccc23)s1,-1.2,0,-1,-0.1,-3,-3,-1.6,-4,5,0.0,-1.9
Cc1cc(C)c2c(=O)[nH]c(SCC(=O)c3ccc(C)c(C)c3)nc2n1,1.1,-4,1,0.0,3,-6,-0.8,-4,4,2.9,2.7
Cc1cc(C)n2ncc(/C(N)=N/OC(=O)c3ccccc3F)c2n1,1.4,-44,5,2.6,-2,-68,0.2,-16,-5,2.8,5.6
Cc1ccc(C(=O)NNC(=O)c2ccco2)cc1,4.0,-3,3,1.2,1,2,-1.4,-1,1,2.5,4.2
CCOC(=O)Nc1ccc2c(c1)OCO2,2.0,2,6,1.4,0,2,0.2,0,1,1.4,7.2
CCOC(=O)c1ccc(NC(=S)NC(=O)c2cncc(Br)c2)cc1,0.7,1,-2,1.2,1,3,-1.5,-2,0,0.2,-0.8
COc1ccc(NC(=O)c2cccc(NS(=O)(=O)c3ccccc3)c2)cc1,-0.8,3,0,-0.2,-5,-8,-1.8,-4,-6,-1.2,0.9
C[C@H](CO)N1C[C@H](C)[C@@H](CN(C)Cc2ccncc2)Oc2c(NS(=O)(=O)c3ccc(F)cc3)cccc2C1=O,0.1,1,-1,0.8,-4,3,-0.5,-3,-3,2.5,1.6
COc1ccc(C(CNC(=O)c2ccc(S(=O)(=O)N(C)C)cc2)N2CCCCC2)cc1 (stereo not drawn),0.4,2,-4,1.7,-1,-6,0.1,-9,-3,3.5,1.8
c1ccc(-c2noc(CN3CCc4sccc4C3)n2)cc1,4.1,1,-2,1.7,-2,-4,0.3,-3,-4,0.8,9.0
Cc1cnn(C(=O)Cn2nc(C(F)F)c(Br)c2C)c1,-0.9,-3,-2,0.3,-5,-1,-1.2,-1,3,0.3,2.3
